# Bioassay records deposited in PubChem by Broad Institute.
# RAD54 branch = blocks human RAD54 Holliday junction branch migration | Q92698 | FAM/BHQ fluorescence | inhibition, % at 10.4 µM | hit rate 0.14% among 360,000 | AID 602329;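 active means mean normalized replicate activity at least 40 and at least half of replicates scoring 40 or more; inconclusive means only one of the two criteria met; inactive means mean below 40 and under half of replicates reaching 40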;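 further: 0% = median of neutral control wells and 100% = median of positive control wells; inhibitors cause a drop in the FAM fluorescence signal; in these data hits start at about 50%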
# Xi reactivation = X-chromosome reactivation activator | XiGFP mouse fibroblasts, % GFP-positive cells imaging, 3 d; cells co-treated with 5-aza-dC sensitizer; scaled so ellipticine positive control = 100% | hit rate 0.055% among 360,000 | activation, % at 7.58 µM | AID 743238;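 active means mean normalized replicate activation at least 10% and every replicate at or above 10%; inconclusive means only one of the two criteria met; inactive means mean below 10% and not all replicates reach 10%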;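 further: 0% = median of on-plate neutral control wells and 100% = ellipticine 6 µM median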
#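 Schedule: 3 d treatment, 15 min room-temperature fixation; system: 68-5-11 XiGFP fibroblast line; buffer or medium: DMEM plus 5-aza-dC sensitizer; control set: ellipticine 6 µM positive control; compound: one concentration, pinned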
# S100A4 MyoIIA = inhibitors of human S100A4 binding to myosin IIA peptide; P26447; S100A4/TAMRA-MyoIIA peptide fluorescence polarization; inhibition, % at 10.7 µM; hit rate 0.14% among 360,000; AID 652163;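 active means mean inhibition of at least 70% across replicates, with every replicate also reaching that level; inconclusive means mean inhibition reaches 70% but some replicates fall short; inactive means mean inhibition below 70%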
# Target sequence (P26447 whole entry, looked up): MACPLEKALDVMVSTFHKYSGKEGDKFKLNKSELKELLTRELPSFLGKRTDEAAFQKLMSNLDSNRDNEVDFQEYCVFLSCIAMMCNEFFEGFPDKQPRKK
#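 incubation = readout 5 min after mixing, signal stable up to 60 min | system = S100A4 monomer protein | buffer or medium = HEPES pH 7.2 with CaCl2, KCl, NaCl, DTT, Triton | benchmarks = neutral control DMSO, positive control TFP | also added = fluorescent myosin IIA peptide, 5 nM | compound dosing = one concentration per compound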
# RAD52 anneal inh = RAD52 (human) annealing inhibition; recombinant RAD52 DNA annealing, FRET fluorescence; inhibition, % at 18.7 µM; P43351; AID 651710; hit rate 0.46% among 360,000;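 active means every replicate showing at least 50% inhibition; inconclusive means mean inhibition at least 50% but not in every replicate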
# Target sequence (P43351 whole entry, looked up): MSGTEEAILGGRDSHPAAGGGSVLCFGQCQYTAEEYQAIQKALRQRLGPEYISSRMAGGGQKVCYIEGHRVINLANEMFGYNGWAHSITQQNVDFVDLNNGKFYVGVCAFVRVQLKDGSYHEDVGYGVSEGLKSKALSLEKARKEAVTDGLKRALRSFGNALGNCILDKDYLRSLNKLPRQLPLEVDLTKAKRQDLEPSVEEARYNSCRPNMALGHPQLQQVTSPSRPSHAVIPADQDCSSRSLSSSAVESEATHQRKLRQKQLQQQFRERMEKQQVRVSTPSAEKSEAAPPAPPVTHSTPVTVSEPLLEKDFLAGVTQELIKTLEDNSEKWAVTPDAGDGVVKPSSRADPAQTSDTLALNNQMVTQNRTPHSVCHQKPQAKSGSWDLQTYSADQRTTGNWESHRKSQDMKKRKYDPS
# esBAF inh = inhibitors of esBAF chromatin remodeling in mouse ES cells; Bmi1-luciferase knock-in reporter, 24 h; 100% = twice the neutral-well signal; reporter increase, % at 12.5 µM; hit rate 2% among 350,000; AID 602393; in the data active means activation above about 40%; inconclusive means no clear call, values can overlap the other calls;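 further: 0% = median of the plate's neutral control wells and 100% = double that signal; a rise in the Bmi1 reporter signal indicates esBAF inhibition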
# FN deposition inh = fibronectin deposition inhibition. inhibition, % at 12.6 µM. hit rate 0.086% among 350,000. AH1F fibroblasts, Alexa488-fibronectin deposition fluorescence, overnight;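 active means mean inhibition across replicates of 30% or more, regardless of how many single replicates reach that level; inconclusive means mean under 30% yet at least half of replicates reach 30%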;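 further: positive control wells lacked labelled fibronectin entirely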
#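 Material: AH1F fibroblasts assembling fluorescent fibronectin matrix; amount: 10000 AH1F cells/well; medium: DMEM, 2% serum; reagent: Alexa488-fibronectin, 24 nM final in well; dosing: single compound dose, delivered by pin transfer; incubation: 1 h adhesion, overnight exposure; detection: fluorescence after three HBSS washes, excitation 485 nm, emission 525 nm; measure: fibronectin deposition inhibition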
# E-sel inducer = induces E-selectin expression in human endothelial cells; hit rate 0.37% among 260,000; activation, % at 7.58 µM; HUVEC E-selectin immunofluorescence imaging; normalized: neutral wells 0, TNF-alpha wells 100; P16581;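 active means mean E-selectin-positive cell signal at least 10% of the positive control, reached in at least 60% of replicates, without over 20% cell loss; inconclusive means no rule given, readout overlaps actives, possibly toxicity-flagged; inactive means the rest, including those meeting only one limit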;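 further: in these data hits start at about 27%; measured in HUVEC primary endothelial cells; signal is the percent of cells scored E-selectin positive by PE staining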
#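 Read-out basis: % PE-positive cells; Test system: HUVEC primary endothelial cells; Technique: immunofluorescence imaging; Dosing: single-point compound dose.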
# EWS-Fli block = blocks EWS/Fli oncoprotein-driven transcription; A673 NR0B1-luciferase reporter, viability-normalised; inhibition, % at 12.6 µM; hit rate 0.67% among 350,000;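 active means mean inhibition of at least 50% after viability correction, with every replicate also passing that limit; inconclusive means mean reaches 50% but only one of two replicates passes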;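 further: firefly luciferase signal divided by Alamar Blue viability fluorescence both relative to DMSO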
# * hit, by the source's call; ? = inconclusive; nt = not tested or not shown; & = joins results of further samples.
SMILES,RAD54 branch,Xi reactivation,S100A4 MyoIIA,RAD52 anneal inh,esBAF inh,FN deposition inh,E-sel inducer,EWS-Fli block
O=C(Nc1nccs1)c1ccc(N2CCOCC2)c([N+](=O)[O-])c1,5,0.0,-79,-5,40,-3,0.0,-110
CCn1cc(/C=C(\NC(=O)c2ccc(OC)c(OC)c2)C(=O)N2CCN(C)CC2)c2ccccc21,7,0.0,-6,0,-3,-7,nt,nt
O=C(N[C@@H]1CC[C@@H](CCNS(=O)(=O)c2ccc(F)cc2)O[C@@H]1CO)c1cccnc1,4,-0.1,7,-18,-7,nt,1.2,-1
O=C(CCc1nc2ccccc2c(=O)[nH]1)N1CCN(S(=O)(=O)c2ccccc2Br)CC1,nt,0.2,-5,-41,-23,5,-0.5,-1
Cn1nc(C(C)(C)C)cc1C(=O)N1CCCCC1c1cc(C(=O)Nc2ccccc2Cl)no1 (stereo unspecified),1,0.2,7,2,-5,3,-0.1,8
CC(O)CC(=O)NOCc1ccccc1 (stereo unspecified),10,0.0,9,-11,-4,nt,0.0,-3
CC(C)NC(=O)N(C)C[C@@H]1Oc2c(cccc2N(C)C)C(=O)N([C@H](C)CO)C[C@@H]1C,10,0.2,0,4,3,nt,-3.2,5
C[C@@H]1CCCCO[C@H](CN(C)S(=O)(=O)c2cn(C)cn2)[C@@H](C)CN([C@H](C)CO)C(=O)c2cc(NC(=O)c3ccncc3)ccc2O1,2&-10,0.4&-0.6,1&42,6&2,-5&-15,-14,0.0,7&-14
NC(=O)c1c(N)[nH]c(C(=O)c2ccccc2)c1-c1ccncc1,nt,0.0,0,10,nt,-2,0.2,0
CC1CCN(C(=O)COC(=O)CNC(=O)C23CC4CC(CC(C4)C2)C3)CC1,-3,-0.1,-9,-11,-4,nt,nt,-2
C[C@@H]1ON(C)[C@H]2C[C@H]3c4[nH]c5ccc(-c6ccc7c(c6)OCO7)cc5c4CCN3C(=O)[C@@H]12,-10,1.3,-3,-13,-2,9,0.2,-17
COc1ccc(OC[C@@H](O)CNC(=O)c2cccc3c2C(=O)c2ccc(Cl)cc2S3(=O)=O)cc1,7,0.0,17,-39,2,-3,0.1,4
O=C(/C=C/Nc1ccc(Br)cc1F)c1ccco1,0,0.1,1,-4,-51,2,nt,73*
CCCNC(=O)N1C[C@H](C)[C@H](OC)CN(C)C(=O)c2ccc(NC(=O)CC)cc2OC[C@@H]1C,-8,0.0,6,-4,-1,5,1.4,0
O=C(C[C@H]1C=C[C@@H](NS(=O)(=O)c2ccccc2F)[C@H](CO)O1)NCCCN1CCOCC1,2,-0.3,3,2,0,0,-0.1,nt
C[C@H]1CCCCO[C@@H](CN(C)C(=O)Nc2ccccc2)[C@@H](C)CN([C@@H](C)CO)C(=O)c2cc(NC(=O)CCC(F)(F)F)ccc2O1,4,0.0,-2,13,-4,-5,nt,-1
C[C@H]1CCCCO[C@H](CN(C)C(=O)Nc2ccccc2)[C@@H](C)CN([C@@H](C)CO)C(=O)c2cc(NC(=O)c3ccccc3)ccc2O1,-12,0.0,23,-102,-2,-12,nt,3
CCOC(=O)CNC(=S)n1cnc(N)n1,-16,0.1,-3,-4,-11,10,nt,20
OCC[C@H]1C[C@H](O)[C@@H](O)[C@@]2(OCCCc3ccccc32)O1,-8,0.1,4,-10,8,-3,-0.1,-8
Cc1ccc(N=Cc2c(O)[nH]c3ccccc23)c([N+](=O)[O-])c1,nt,0.1,-5,-5,28,2,nt,-181
COc1ccccc1-c1ccc2c(c1)O[C@@H](CN(C)C(C)=O)[C@H](C)CN([C@@H](C)CO)S2(=O)=O,-8,0.0,0,3,3,9,-0.4,-5
CO[C@H]1CN(C)C(=O)c2cc(NS(C)(=O)=O)ccc2OC[C@@H](C)N(C(=O)CN(C)C)C[C@H]1C,-9,0.2,-17,-6,-2,-4,-0.3,-4
CCN1C(=O)/C(=C2\SC(N3CCCCC3)=NC2=O)c2ccccc21,20,nt,-3,31,65*,nt,nt,-127
Cc1ccc(S(=O)(=O)N(C)C[C@H]2Oc3c(NC(=O)c4cnccn4)cccc3C(=O)N([C@@H](C)CO)C[C@@H]2C)cc1,3,-0.1,0,-2,3,nt,-0.6,1
Cc1cc(C)c(C#N)c(SCc2ccc([N+](=O)[O-])cc2)n1,nt,0.0,3,-7,nt,-8,3.3,-14
CCC(=O)N1C[C@@H]2[C@H](c3ccccc31)[C@H](CO)N2Cc1ccccc1Cl,0,0.3,0,-16,-5,nt,-0.4,5
Cc1ccccc1-c1nnn(Cc2ccc(F)cc2Cl)n1,-21,0.1,-7,-4,?,-4,-0.1,-78
CN1C[C@@H]2C(c3ccccc3)C3(c4cccnc4)CC2(C3)[C@H]1c1ccccc1 (stereo partly specified),10,-0.6,-4,-20,3,5,-0.1,-7
O=C(NC1CCCC1)C1c2ccccc2OCC(=O)N1Cc1ccc2c(c1)OCO2 (stereo unspecified),nt,-0.1,2,-18,nt,8,nt,-10
COc1ccc(S(=O)(=O)N(C)C[C@H]2Oc3ccc(NC(=O)Nc4ccc(F)cc4)cc3C(=O)N([C@@H](C)CO)C[C@H]2C)cc1,12,-1.1,-1,1,-2,nt,1.4,3
CCCc1nnc(NC(=S)Nc2ccccc2)s1,nt,0.1,-4,-2,nt,nt,nt,-15
COc1ccc(N(C(=O)CNS(=O)(=O)c2ccccc2)C(C(=O)NCc2ccco2)C(C)C)cc1 (stereo unspecified),nt,0.0,-3,4,nt,nt,-1.7,7
CS(=O)(=O)N1CC2(C1)[C@H](c1ccccc1)[C@H](CO)N2C(=O)c1ccccc1,nt,0.0,-2,-2,nt,nt,0.0,-8
O=C(Cc1ccc(NC(=O)C2CCCN(C(=O)C3CCC3)C2)cc1)Nc1ccc(C(=O)N2CCOCC2)cc1 (stereo unspecified),-7,0.1,3,-13,-11,6,3.4,-12
On1c(-c2ccccc2)nc2ccccc21,nt,-0.1,0,-4,nt,3,-0.3,-2
Cc1ccccc1NC(=O)Cn1c(=O)sc2ccccc21,nt,0.0,-7,-30,nt,0,0.3,3
Cc1cccc(C(=O)OCC(=O)c2cccc(Br)c2)c1O,6,0.0,-4,-5,nt,-10,-4.3,-8
CC1(c2ccccc2)CC(C)(C)N2C(=O)C3(C(C#N)=C(N)Oc4cc(O)ccc43)c3cccc1c32 (stereo unspecified),-2,nt,1,-7,7,nt,nt,6
CC1CC1C(=O)OCC(=O)NC(=O)c1ccccc1 (stereo unspecified),-3,0.0,3,-7,4,12,nt,-4
COC(=O)[C@@]12C[C@@H](CC(=O)N3CCOCC3)C(=O)N(Cc3ccccc3)C1=CCC(C)(C)C2,nt,0.0,-2,8,nt,-11,-0.2,-15
Cc1cc(Br)ccc1NC(=O)CNC(=O)COc1ccccc1C,nt,0.0,-4,-10,0,nt,nt,7
COc1ccccc1NC(=O)C(=O)NCCC1CCCCN1S(=O)(=O)c1cccs1 (stereo unspecified),1,0.1,6,-7,1,3,0.3,-10
COc1ccc(C2CC(c3ccc4ccccc4c3)=NN2C(=O)COC(=O)C2CCC(=O)N2)cc1 (stereo unspecified),-11,0.3,-4,22,nt,nt,nt,-58
COc1c(C=O)cc2c3c1CCCN3CCC2,-2,0.4,-14,2,-13,0,-0.1,-5
CCS(=O)(=O)N1CCC2(CC1)CN(Cc1ccccc1)[C@@H](CO)c1c2c2ccc(OC)cc2n1C,nt,0.1,11,-79,nt,nt,-0.5,7
CCOC(=O)c1c(/N=C/C2C(=O)CC(C)(C)CC2=O)sc(C)c1C,-10,0.0,nt,nt,nt,-4,-0.2,12
O=[N+]([O-])c1ccc(COc2cccc(CN3CCCC3)c2)cc1,-17,nt,-1,0,-7,-1,-1.6,-8
C[C@@H]1CN([C@H](C)CO)C(=O)Cc2cc(NC(=O)Nc3ccc(C(F)(F)F)cc3)ccc2O[C@@H]1CN(C)S(=O)(=O)c1ccc(F)cc1,nt,-1.1,nt,nt,1,nt,-0.7,1
CC1CCCCN1C(=O)C1CC(c2ccc(F)cc2)=NO1 (stereo unspecified),-10,nt,2,-5,23,nt,nt,-82
Clc1cccc(Cn2ncc3ccccc32)c1,4,0.1,-1,-9,1,-6,0.1,-11
O=C(c1ccncc1)N1CC[C@@H]2[C@H](CO)Nc3ccc(-c4ccc(F)cc4)cc3[C@@H]21,2,0.2,-5,-85,-2,-9,0.8,-6
CCOC(=O)C1=CC[C@H]2c3c(c4ccccc4n3C)C[C@H]1N2C,6,0.0,-6,-2,-5,-20,-0.1,0
CC(C)N(Cc1cn[nH]c1-c1ccc(-c2ccccc2)cc1)Cc1nccn1C,12,0.0,-5,15,6,5,nt,-8
COc1ccc(C(CC(=O)O)c2ccc3c(c2)OCO3)cc1 (stereo unspecified),-8,0.0,-2,-8,-2,-4,-0.1,6
CCc1c(C)c(C#N)c2nc3ccccc3n2c1NCCOC,-14,0.0,-5,-9,-1,0,nt,-11
O=C(CCCCCN1C(=O)[C@@H]2Cc3ccccc3CN2C1=O)Nc1ccccc1Cl,5,0.1,-3,-11,16,-5,0.2,nt
O=C(C[C@H]1C=C[C@@H](NC(=O)NC2CCCC2)[C@@H](CO)O1)NCc1ccc(F)cc1,4,0.0,17,-7,2,2,0.0,3
C[C@@H]1CN([C@H](C)CO)C(=O)c2cccc(NC(=O)NC3CCCCC3)c2O[C@@H]1CN(C)C,-6,0.5,-6,-3,-1,nt,3.0,-4
COC(=O)C1=C(C)N(Cc2ccccc2C(F)(F)F)C(=NCc2ccccc2C(F)(F)F)NC1c1ccc(F)cc1 (stereo unspecified),nt,0.1,0,-12,nt,1,-0.1,8
CCN(C(=O)COC(=O)c1ncc(Cl)c(Cl)c1Cl)c1c(N)n(Cc2ccccc2)c(=O)[nH]c1=O,9,-0.1,0,-11,-1,0,-1.8,14
CC/C=C/C(=O)N1CC2(CC(c3cccc(NC(=O)CC(c4ccccc4)c4ccccc4)c3)=NO2)C[C@@H]1C(N)=O (stereo partly specified),0,0.0,-5,-27,1,11,-0.8,0
Cc1ccc(S(N)(=O)=O)cc1NC(=O)C1CC2CCC1C2 (stereo unspecified),-5,nt,-3,-8,4,nt,nt,2
O=C(CNC(=O)C1CCCCC1)OCC(=O)c1ccc(F)cc1,3,0.6,2,0,-4,-9,nt,2

# Individual results from the results shown.
# RAD52 anneal inh result of `COc1ccc(C2CC(c3ccc4ccccc4c3)=NN2C(=O)COC(=O)C2CCC(=O)N2)cc1` (stereo unspecified) = 22
# RAD54 branch result of `CC1CCCCN1C(=O)C1CC(c2ccc(F)cc2)=NO1` (stereo unspecified) = -10
